KB-V1 MDR tox – kills drug-selected multidrug resistant KB-V1 cells; AID 1347076; 400,000 compounds, 3.4% hits; Potency, µM (doses to about 46.1 µM), for inactives: at the top dose activity change, negative = cytotoxicity, hits mostly cytotoxic; KB-V1 MDR cells viability, CellTiter-Glo, 72 h; also: potency is read from the fitted curve at half-maximal effect; % is scaled to controls: 0 for no effect and ±100 for the full control effect; nearly all actives have a fitted effect of over 60% in size
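Cells of the MDR subline KB-V1 are plated, dosed with compound at multiple concentrations, and incubated 72 h at 37 degrees C; CellTiter-Glo is then added and luminescence read after 10 min.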
HT1080NT lethal – kills 2HG-producing HT-1080-NT fibrosarcoma cells; HT-1080-NT fibrosarcoma viability, CellTiter-Glo ATP luminescence, 48 h; 360,000 compounds, 1.6% hits; Potency, µM (top dose mostly 46.1 µM), for the others: top-dose activity, negative = less viability, usual class: cytotoxic; AID 686970;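 also: NT is the 2HG producing partner of a matched IDH1 knockdown line; potency is read from the fitted curve at half-maximal effect; 0% = DMSO-treated cells and -100% = media-only wells without cells; nearly all actives have a fitted effect of over 55% in size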
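Fibrosarcoma NT cells, 750 per well in 5% FBS RPMI, were exposed to compound for 48 hours. Viability: CellTiter-Glo luminescence.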
ATXN2 expr inh – inhibitors of ATXN2 expression | Potency, µM (top dose mostly 57 µM), for inactives: at the top dose activity change, negative = inhibition, most hits filed as inhibitors | 360,000 compounds, 0.72% hits | AID 1745845 | HEK-293 ATXN2-luciferase reporter, luminescence, 24 h; also: potency is read from the fitted curve at half-maximal effect; % is scaled to controls: 0 for no effect and ±100 for the full control effect; nearly all actives have a fitted effect of over 55% in size
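qHTS (up to 57 uM final) was run with 24 h compound exposure of reporter cells at 37 °C. Each well was multiplexed: SteadyGlo luminescence measured ATXN2-luciferase expression after a fluorogenic Gly-Phe-AFC viability readout (25 uM final).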
MCF10A rerep – DNA re-replication induction in MCF 10a cells; MCF 10A DNA re-replication, Hoechst nuclear intensity, 48 h; Potency, µM (doses to about 46.1 µM), inactives show at the top dose activity, positive = re-replication, hits mostly activators; 350,000 compounds, 2.9% hits; AID 624296; also: potency is read from the fitted curve at half-maximal effect; % of control where 0% means no effect; nearly all actives have a fitted effect of over 50% in size
KB-3-1 cytotox – kills parental KB-3-1 adenocarcinoma cells | KB-3-1 viability, CellTiter-Glo ATP luminescence, 72 h | 400,000 compounds, 1.4% hits | AID 1347075 | Potency, µM (top dose mostly 46.1 µM), without a hit: at the highest dose activity change, negative = cytotoxic, hits mostly cytotoxic; also: potency is read from the fitted curve at half-maximal effect; % is scaled to controls: 0 for no effect and ±100 for the full control effect; nearly all actives have a fitted effect of over 60% in size
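Cytotoxicity in the drug-sensitive parental line KB-3-1 was scored as loss of CellTiter-Glo luminescence following 72 h incubation with compound. Values come from curve fitting of normalized concentration-response data.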
HT1080 IDH1KD tx – HT-1080 IDH1 knockdown cell toxicity (counter line); HT-1080 IDH1 knockdown viability, ATP luminescence, 48 h; Potency, µM (highest dose often 46.1 µM), without a hit: at the highest dose activity, negative = toxicity, hits mostly cytotoxic; 360,000 compounds, 2% hits; AID 686971;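 also: potency is read from the fitted curve at half-maximal effect; 0% = DMSO wells and -100% = cell-free medium wells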
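Using the IDH1-knockdown HT-1080 line run in the same batch and compound series as the NT line, viability after 48 h at 37 °C was determined by CellTiter-Glo luminescence and expressed as % activity.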
IL-1B inflam inh – inflammasome signaling inhibition, IL-1 beta readout | activity change, % at 57.5 µM | THP-1 LPS/ATP IL-1B secretion, AlphaLISA, 16 h; stronger effect = lower value | 360,000 compounds, 4.7% hits; in the data active = activity change below about -50%; inconclusive = mostly about -30% to -49%; also: % is scaled to controls: 0 for no effect and ±100 for the full control effect
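Secreted IL-1B measured by AlphaLISA bead assay after 16 h compound exposure of THP-1 cells; compounds (final up to 57.5 uM) added 1 h before LPS (250 ng/mL) and ATP (1.25 mM) stimulation; lower signal means less secretion.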
SW480 rerep – induces DNA re-replication in SW480 colon adenocarcinoma cells. SW480 DNA re-replication, Hoechst DNA content imaging, 48 h. Potency, µM (top dose mostly 46.1 µM), for the others: top-dose re-replication activation, usual class: activators. 340,000 compounds, 1.8% hits; also: potency is read from the fitted curve at half-maximal effect; % of control where 0% means no effect; nearly all actives have a fitted effect of over 55% in size
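Cells (250 per well) received 23 nL compound or DMSO by pin tool and were kept 48 hr at 37 C, 5% CO2. Nuclei were then stained with Hoechst for 40 min and scanned for DNA content.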
WRN inhibitor – WRN helicase (human) inhibition; Q14191; WRN helicase unwinding, fluorescent forked duplex, kinetic; Potency, µM (doses to about 114 µM), for the others: at the top dose activity change, negative = inhibition, hits mostly inhibitors; 360,000 compounds, 0.46% hits; AID 651768; also: potency is read from the fitted curve at half-maximal effect; % is scaled to controls: 0 for no effect and ±100 for the full control effect; nearly all actives have a fitted effect of over 55% in size
Target sequence (Q14191 whole entry, looked up): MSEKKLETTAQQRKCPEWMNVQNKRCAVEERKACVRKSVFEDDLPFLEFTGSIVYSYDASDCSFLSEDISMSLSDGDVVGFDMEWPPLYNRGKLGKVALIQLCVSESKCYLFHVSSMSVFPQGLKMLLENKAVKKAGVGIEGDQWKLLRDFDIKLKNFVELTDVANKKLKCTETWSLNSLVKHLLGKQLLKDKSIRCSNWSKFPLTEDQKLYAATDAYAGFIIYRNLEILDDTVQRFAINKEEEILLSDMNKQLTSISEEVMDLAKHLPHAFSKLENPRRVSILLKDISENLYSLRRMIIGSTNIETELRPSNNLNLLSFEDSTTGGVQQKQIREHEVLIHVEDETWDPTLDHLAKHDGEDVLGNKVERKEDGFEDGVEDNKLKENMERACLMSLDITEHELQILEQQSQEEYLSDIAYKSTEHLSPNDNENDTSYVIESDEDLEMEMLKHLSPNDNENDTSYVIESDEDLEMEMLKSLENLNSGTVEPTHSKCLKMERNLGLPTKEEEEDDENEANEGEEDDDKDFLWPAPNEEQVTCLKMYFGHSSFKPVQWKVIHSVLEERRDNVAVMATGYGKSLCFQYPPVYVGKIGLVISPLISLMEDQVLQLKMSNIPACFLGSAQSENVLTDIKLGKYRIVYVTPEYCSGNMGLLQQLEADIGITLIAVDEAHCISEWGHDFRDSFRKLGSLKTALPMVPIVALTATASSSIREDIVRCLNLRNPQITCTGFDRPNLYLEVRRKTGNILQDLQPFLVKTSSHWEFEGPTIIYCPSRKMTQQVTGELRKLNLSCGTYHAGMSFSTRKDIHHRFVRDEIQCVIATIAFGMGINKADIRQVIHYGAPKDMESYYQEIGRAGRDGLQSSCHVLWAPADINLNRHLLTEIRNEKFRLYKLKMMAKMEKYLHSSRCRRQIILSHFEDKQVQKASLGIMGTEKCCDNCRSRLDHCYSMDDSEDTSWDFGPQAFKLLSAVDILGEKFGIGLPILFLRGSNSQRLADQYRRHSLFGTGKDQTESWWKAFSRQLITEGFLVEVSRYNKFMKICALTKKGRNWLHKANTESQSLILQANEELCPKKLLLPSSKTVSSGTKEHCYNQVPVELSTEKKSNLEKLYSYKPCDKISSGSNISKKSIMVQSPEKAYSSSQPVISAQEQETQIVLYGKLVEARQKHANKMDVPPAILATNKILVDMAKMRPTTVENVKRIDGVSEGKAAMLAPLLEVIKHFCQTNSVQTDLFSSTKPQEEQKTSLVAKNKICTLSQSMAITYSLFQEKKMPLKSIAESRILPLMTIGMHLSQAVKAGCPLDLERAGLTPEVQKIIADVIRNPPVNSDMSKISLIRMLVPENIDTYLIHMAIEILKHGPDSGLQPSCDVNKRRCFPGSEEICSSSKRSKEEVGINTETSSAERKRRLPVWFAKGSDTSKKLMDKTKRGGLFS
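Screening of the MLSMR collection measured strand separation of a quenched forked DNA duplex (100 nM) by 20 nM WRN with 2 mM ATP, all final. Compounds were preincubated with enzyme 15 min at room temperature.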
The depositor's hits bear a star; ? = inconclusive; . = not tested or not shown; [ ] = dose if it differs, or a comment. Unless noted, calls follow the shape of the dose curve; as a rule, active = well fitted curve in the direction sought with a large enough effect; inconclusive = small, poorly fitted or top-dose-only effect, or another doubt; inactive = no such curve, though single readings can be large; an effect the other way counts as inactive or inconclusive. No enrichment for hits; about 12% have a hit in one of these screens.

SMILES	KB-V1 MDR tox	HT1080NT lethal	ATXN2 expr inh	MCF10A rerep	KB-3-1 cytotox	HT1080 IDH1KD tx	IL-1B inflam inh	SW480 rerep	WRN inhibitor
COC(=O)c1ccc(NC(=O)c2nc(S(=O)(=O)Cc3cccc(C)c3)ncc2Cl)cc1	9.2µM*	12µM*	?	11%	15µM*	21µM*	-103*	?	?
C/C(=N\NC(=O)c1ccccc1C)c1cccc([N+](=O)[O-])c1	-4%	4%	5%	0%	15%	6%	-10	-1%	10%
Cc1noc(C)c1COc1ccc(C(=O)OCC(=O)N2CC3(C)CC2CC(C)(C)C3)cc1 (configuration not stated)	?	-5%	2%	?	?	-17%	17	-2%	3%
Brc1cnc(N2CCCCC2)nc1N1CCOCC1	3%	3%	1%	?	4%	0%	-7	-1%	-2%
COCn1c(-c2ccccc2)nc2ccccc21	29%	4%	7%	15%	2%	0%	?	0%	9%
O=C(c1ccc(N2CCCC2=O)cc1)N1CCN(c2ccc(Cl)cc2)CC1	?	-14%	0%	4%	-10%	-15%	-22	?	-2%
Cc1ccc(/C=C2\SC(=S)N(CC3CCCO3)C2=O)o1 (configuration not stated)	1%	-1%	-21%	?	1%	-1%	-96*	?	-1%[11.6 µM]
COc1ccc(S(=O)(=O)N2CCCC2CNC(=O)C(=O)NC2CC2)cc1 (configuration not stated)	-5%	2%	4%	1%	12%	10%	9	-3%	-11%
O=C(N/N=C/c1sc(N2CCOCC2)nc1-c1ccccc1)c1ccccc1Cl	-4%	16%	0%	0%	8%	-8%	-57*	3%	-6%[57.1 µM]
Cc1ccc(NC(=O)CSc2nc(N)cc(=O)[nH]2)cc1S(=O)(=O)N1CCOCC1	16%	19%	2%	-2%	13%	12%	8	2%	-20%
Cc1ccc(Cn2nnc3c(=O)[nH]c(C4CCCN(S(=O)(=O)c5ccccc5)C4)nc32)cc1 (configuration not stated)	?	-5%	1%	2%	-13%	-18%	-21	4%	-20%
CCc1nnc(NC(=O)CSc2nc3cccnc3n2C2CCCCC2)s1	?	?	67%[activator]	?	-8%	?	25	11%	-9%
COc1ccc(CCNC(=O)C2CC(c3cccc([N+](=O)[O-])c3)=NO2)cc1 (configuration not stated)	0%	12%	89%[activator]	0%	3%	5%	-4	?	-2%
CCN1CCN(C(c2ccccc2)c2nnnn2Cc2ccccc2)CC1 (configuration not stated)	-11%	1%	-5%	-1%	-8%	9%	5	1%	3%
CN(C)c1cc[n+](CC(=O)N2c3ccccc3Sc3ccccc32)cc1	9%	?	-32%	19%	?	-24%	?	-5%	-1%
COc1ccc(-n2c(C)nc3cc(C(=O)O)ccc32)cc1	-26%	8%	-10%	8%	-1%	-6%[9.24 µM]	14	3%	-5%[57.1 µM]
CN(Cc1nc2ccccc2[nH]1)C(=O)C1CCC(=O)N(CCc2cccc(F)c2)C1 (configuration not stated)	7%	0%	3%	-2%	-13%	-1%	-9	-3%	-6%
COC(=O)[C@@]1(Sc2ccc(C)cc2)CC(=O)N(c2cccc(SC)c2)[C@@H]1c1ccccc1	21µM*	-37%	-25%	.	?	?	?	.	-2%
CC(=O)c1cccc(NC(=O)COC(=O)CCc2ccc(S(=O)(=O)N3CCOCC3)cc2)c1	-1%	12%	?	2%	-2%	12%	0	1%	5%
COc1ccc2c(c1OC)C(=O)N1C2SC[C@H]1C(=O)NC1CCCC1 (some centres not stated)	9%	-7%	-5%	1%	-7%	1%	39	-6%	0%
COc1ccc(-c2cc3ccc(F)cc3cn2)cc1	-7%	12%	137%[activator]	?	9%	13%	39	-2%	4%
CC(=O)N1CCN(C(=O)COC(=O)CNC(=O)c2ccc(C)cc2)CC1	?	1%	-3%	?	16%	-4%	2	-12%	7%
CCS(=O)(=O)N1Cc2ccccc2CC1C(=O)Nc1nnc(SCc2c(Cl)cccc2Cl)s1 (configuration not stated)	-17%	-2%	12%	21%	-4%	-17%	-6	6%	-30%
C[C@H](NC(=O)c1ccc2ccccc2c1)C(=O)N1CCC2(CC1)NCCc1[nH]cnc12	?	0%	.	6%	4%	3%	6	1%	1%
COCC1CCN(Cc2cn(-c3ccccc3F)nc2-c2cc(C)sc2C)CC1	-1%	0%	4%	1%	-3%	-10%	-5	-4%	4%
Continued.
SMILES	KB-V1 MDR tox	HT1080NT lethal	ATXN2 expr inh	MCF10A rerep	KB-3-1 cytotox	HT1080 IDH1KD tx	IL-1B inflam inh	SW480 rerep	WRN inhibitor
COC(=O)c1c(C)[nH]c(C(=O)C(C)OC(=O)c2cnc(C)cn2)c1C (configuration not stated)	?	0%	-1%	-4%	?	16%	36	-5%	3%
O=C(c1cccc(Cl)c1)N1CCN(Cc2ccccc2F)CC1	-17%	7%	0%	-15%	-12%	11%	-3	-8%	9%
CSCCC(NC(=O)COc1ccccc1)C(=O)N(C)CC(=O)Nc1ccc(C)cc1 (configuration not stated)	16µM*	8%	11%	2%	7%	7%	-1	1%	9%
O=C(NCC1(c2ccccc2)CCCC1)c1cccc(Br)c1	?	-9%	0%	14%	-13%	-7%	-2	18%	-9%
COc1ccc(Cc2c(-c3ccccc3)nc3c(C)cc(Br)cn23)c(C)c1	-1%	-30%	13%	.	?	?	34	.	-6%
COc1cc(C)ccc1S(=O)(=O)NC1CC(C)(C)NC(C)(C)C1	3%	-3%	-5%	-24%	-6%	4%	-6	0%	-5%[57.1 µM]
COc1ccccc1NC(=O)c1cccc2c(Br)cccc12	?	-3%	.	3%	1%	-1%	9	0%	-7%
C#CCN(CC=C)C(=O)CCc1nnc(COc2ccccc2)o1	-4%	6%	.	-29%	-1%	8%	-2	-75%[inhibitor]	8%
CC(Sc1nc2ncc(Cl)cc2[nH]1)C(=O)Nc1ccc(C(N)=O)cc1 (configuration not stated)	1%	-2%	10%	-3%	20%	4%	31	-10%	-10%
CCN1CCN(CCNC(=O)C2CCCN(Cc3nc(-c4cccc(Cl)c4)oc3C)C2)CC1 (configuration not stated)	15%	-25%	-18%	?	?	-19%	?	6%	-2%
COc1ccc2c(c1)nc(SCC(C)O)n2C (configuration not stated)	?	13%	15%	-7%	0%	11%	21	0%	-18%
CCOc1ccc(S(=O)(=O)NC2CCCCC2C)cc1 (configuration not stated)	2%	0%	-14%	-7%	-5%	3%	0	1%	10%
COc1ccc(N2C(=O)CC(NNC(=O)c3ccc(Br)s3)C2=O)cc1 (configuration not stated)	-3%	21%	-13%[11.3 µM]	-10%	0%	21%	-64*	0%	-27%[57.1 µM]
CSCC[C@H](NC(=O)OC(C)(C)C)c1nnc(SCc2ccccc2)o1	9.2µM*	-9%	-3%	6%	?	-6%	-17	6%	-33%[57.1 µM]
CCOC(=O)c1c(S(=O)(=O)NCCc2cccs2)c(C)n(C)c1C	-27%	-3%	-3%	0%	8%	-6%	-4	?	5%
Oc1ccc2c(c1)c1c3n2CCNC3CCC1 (configuration not stated)	4%	4%	23%	0%	-12%	11%	4	-5%	-16%
Cc1ccc([C@H]2C[C@H](n3cc(COC(=O)c4ccccc4)nn3)[C@@H](O)CN2C(=O)C2CCCCC2)cc1	8%	3%	-5%	.	-6%	0%	-20	.	1%
COc1ccc(C(=O)NC(C)c2nnc(SCC(=O)Nc3nc(C)cs3)n2C)cc1 (configuration not stated)	-5%	19%	-4%	-2%	3%	-14%	0	-5%	6%
O=C(COc1ccc(Cl)cc1)NCCN1CCCCC1	-19%	17%	-14%	-1%	-4%	2%	19	1%	19%
CC1CCCCC1NC(=O)Cn1cnc2c1c(=O)n(C)c(=O)n2C (configuration not stated)	5%	6%[9.24 µM]	5%	-2%	8%	0%	36	15%	4%
O=c1[nH][nH]c2c1[C@H](CCc1cccc(Cl)c1)O[C@H](C1CC1)C2	11%	17%	9%	.	-12%	5%	-19	.	3%
CC(C)(CO)NC12CC3CC(CC(C3)C1)C2	-6%	20%	-8%[11.3 µM]	0%	-6%	-2%	-17	-8%	5%
C#CCNC(=O)C1=C[C@H](c2csc3ccccc23)C[C@H](OCc2ccc(CO)cc2)O1	9%	-6%	?	2.1µM*	15%	-14%	-28	?	1%
CCN(CC)S(=O)(=O)c1cccc(C(=O)Nc2nnc(C)s2)c1	2%	2%	-6%	-1%	11%	28%	27	-2%	-5%[57.1 µM]
O=C(c1ccc(S(=O)(=O)N2CCOCC2)cc1)N1CCN(c2cccc(Cl)c2)CC1	15µM*	-1%	1%	-1%	6%	-2%	0	-10%	19%
CSCC(C)N1CCC(Oc2cccc(C(=O)NCc3ccccn3)c2)CC1 (configuration not stated)	16%	8%	-8%	0%	28%	13%	23	-1%	4%
Cc1cccc(NC(=O)CC(=O)Nc2cccc(C)c2)c1	0%	-10%	-5%	-21%	12%	-14%	-14	-1%	-9%

An excerpt of these results, with bars between the fields.
SMILES | KB-V1 MDR tox | HT1080NT lethal | ATXN2 expr inh | MCF10A rerep | KB-3-1 cytotox | HT1080 IDH1KD tx | IL-1B inflam inh | SW480 rerep | WRN inhibitor
CC(Sc1nc2ncc(Cl)cc2[nH]1)C(=O)Nc1ccc(C(N)=O)cc1 (configuration not stated) | 1% | -2% | 10% | -3% | 20% | 4% | 31 | -10% | -10%
CCN1CCN(CCNC(=O)C2CCCN(Cc3nc(-c4cccc(Cl)c4)oc3C)C2)CC1 (configuration not stated) | 15% | -25% | -18% | ? | ? | -19% | ? | 6% | -2%
COc1ccc2c(c1)nc(SCC(C)O)n2C (configuration not stated) | ? | 13% | 15% | -7% | 0% | 11% | 21 | 0% | -18%
CCOc1ccc(S(=O)(=O)NC2CCCCC2C)cc1 (configuration not stated) | 2% | 0% | -14% | -7% | -5% | 3% | 0 | 1% | 10%
